Screening results: PubChem BioAssay, Sanford-Burnham Center for Chemical Genomics
mIAP block = inhibitors of mouse IAP, primary screen, biochemical, luminescence, uHTS; intestinal alkaline phosphatase [Mus musculus]; purified mouse IAP, CDP-Star luminescence, 30 min; 330,000 tested, 0.2% active; inhibition, % at 10 µM;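 active = inhibition of at least 40% at 10 µM in the primary screen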;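 also: plate controls were DMSO with enzyme for no effect and no enzyme wells for full effect; values of inactives mirror those of a sister screen read the other way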
tim10-1 inh = growth inhibitors of tim10-1 mutant yeast, primary screen, luminescence, uHTS | S. cerevisiae tim10-1 ts strain growth, BacTiter-Glo, 24 h | inhibition, % at 20 µM | 330,000 tested, 2.2% active | AID 463190, 2010;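 active = inhibition of at least 40%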;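 also: mutant grown at 25 °C; 0% = DMSO wells with yeast and 100% = wells holding no yeast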
TIM10 inh = growth inhibitors of isogenic TIM10 control yeast, primary screen, counter-screen for tim10-1 yeast inhibitor project, luminescence, uHTS; S. cerevisiae TIM10 strain growth, BacTiter-Glo luminescence, 24 h; inhibition, % at 10 µM; 330,000 tested, 1.4% active; AID 463195, 2010;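 active = inhibition of 40% or more at the single tested concentration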;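 also: wild-type TIM10 isogenic control strain grown at permissive 25 °C; 0% = DMSO yeast wells and 100% = minimal medium wells without yeast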
mIAP act = activators of mouse IAP, primary screen, biochemical, luminescence, uHTS | intestinal alkaline phosphatase [Mus musculus] | muIAP, CDP-Star luminescence, 30 min; active compounds read high; 1 = vehicle-only enzyme signal, 0 = enzyme-free wells | activation factor at 10 µM | 330,000 tested, 0.24% active | AID 2805, 2010;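 active = activation factor of at least 2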; also: the source names both 10 and 20 µM as test concentration; values of inactives mirror those of a sister screen read the other way
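System: mouse IAP enzyme. Reagent: CDP-Star chemiluminescent phosphatase substrate. Benchmarks: DMSO wells, no-enzyme wells. Times: 30 min enzyme-substrate-compound incubation at room temperature. Detection: luminescence from enzymatic CDP-Star hydrolysis. Doses: test compounds delivered from DMSO solution.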
hIAP inh = human IAP inhibitors, primary screen, biochemical, luminescence, uHTS. Intestinal-type alkaline phosphatase (Homo sapiens), P09923. purified IAP, CDP-Star luminescence, 30 min. inhibition, % at 10 µM. 330,000 tested, 0.12% active. AID 2544, 2010;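 active = inhibition reaching a set limit with compound at 10 µM in the primary screen, cut at about 35% in these data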;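 also: plate controls were DMSO wells with enzyme for no effect and no-enzyme buffer wells for full effect; values of inactives mirror those of a sister screen read the other way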
Target sequence (P09923 whole entry, looked up): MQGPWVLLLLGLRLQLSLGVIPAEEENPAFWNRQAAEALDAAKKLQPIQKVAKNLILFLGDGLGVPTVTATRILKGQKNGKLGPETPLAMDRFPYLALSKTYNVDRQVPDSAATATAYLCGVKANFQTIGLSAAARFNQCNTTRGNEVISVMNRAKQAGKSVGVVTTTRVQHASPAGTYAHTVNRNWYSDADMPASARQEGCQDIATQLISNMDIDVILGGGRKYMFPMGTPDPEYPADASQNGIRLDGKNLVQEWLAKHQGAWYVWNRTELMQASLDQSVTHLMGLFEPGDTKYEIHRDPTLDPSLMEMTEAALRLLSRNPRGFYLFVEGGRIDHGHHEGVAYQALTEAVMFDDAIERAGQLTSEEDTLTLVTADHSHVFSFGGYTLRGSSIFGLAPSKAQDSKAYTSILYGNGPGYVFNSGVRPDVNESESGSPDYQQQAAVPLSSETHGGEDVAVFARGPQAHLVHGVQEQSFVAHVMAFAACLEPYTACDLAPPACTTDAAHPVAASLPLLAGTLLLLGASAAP
hIAP activ = human IAP activators, primary screen, biochemical, luminescence, uHTS; purified human IAP, CDP-Star luminescence, 30 min; active compounds read high; 1 = vehicle-only enzyme, 0 = enzyme-free background; activation factor at 10 µM; 330,000 tested, 0.16% active; AID 2524, 2010;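 active = activation factor of the enzyme at least 2-fold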; also: the source names both 10 and 20 µM as test concentration; values of inactives mirror those of a sister screen read the other way
ATG4B inh = ATG4B protease inhibitors, primary screen, biochemical, fluorescence, uHTS; Cysteine protease ATG4B (Homo sapiens), Q9Y4P1; inhibition, % at 8.33 µM; 340,000 tested, 0.51% active; ATG4B cleavage of LC3-PLA2, NBD-HPC fluorescence, 1 h; AID 504462, 2011; in the data active = inhibition above about 40%
Target sequence (Q9Y4P1 whole entry, looked up): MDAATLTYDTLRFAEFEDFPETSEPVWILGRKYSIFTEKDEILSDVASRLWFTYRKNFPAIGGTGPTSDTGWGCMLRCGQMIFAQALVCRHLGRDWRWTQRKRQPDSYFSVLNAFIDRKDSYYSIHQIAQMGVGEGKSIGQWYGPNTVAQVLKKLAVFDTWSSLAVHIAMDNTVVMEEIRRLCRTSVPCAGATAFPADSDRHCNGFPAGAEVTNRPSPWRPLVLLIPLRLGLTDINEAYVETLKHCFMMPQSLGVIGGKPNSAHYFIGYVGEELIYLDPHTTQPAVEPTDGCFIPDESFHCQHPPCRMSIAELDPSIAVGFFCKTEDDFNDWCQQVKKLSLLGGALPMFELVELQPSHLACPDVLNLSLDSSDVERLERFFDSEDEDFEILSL
Apaf1 inhib = inhibitors of human Apaf-1 apoptosome, primary screen, biochemical, DEVD-Rh110 fluorescence, uHTS | reconstituted apoptosome caspase-3 activity | inhibition, % at 20 µM | 330,000 tested, 0.71% active | AID 489030, 2010; active = inhibition of at least 40% at 20 µM;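 also: plate controls were DMSO wells for no effect and DEVD-CHO caspase inhibitor wells for full effect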
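Medium: Hepes buffer, pH 7.5 / System: biochemical Apaf-1 apoptosome reconstitution / Measured by: Rh110 fluorescence, excitation 480 nm, emission 540 nm / Times: compound with Apaf-1, dATP, procaspase-3 30 min, then 50 min reaction, room temperature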
NALP3 yeast inh = NALP3 inflammasome inhibitors in reconstituted yeast, primary screen, luminescence, uHTS. AID 2825, 2010. Yeast reconstituted NLRP3/ASC/caspase-1, beta-gal luminescence, 24 h. 330,000 tested, 0.39% active. inhibition, % at 10 µM;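 active = inhibition of 50% or more; inactive = inhibition below 50%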;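 also: plate controls were induced DMSO wells for no effect and uninduced yeast grown without galactose for full effect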
Numbers without * were called inactive; / = not tested or not shown.

molecule	mIAP block	tim10-1 inh	TIM10 inh	mIAP act	hIAP inh	hIAP activ	ATG4B inh	Apaf1 inhib	NALP3 yeast inh
COc1ccc(Cc2nc3ccc(C(=O)N4C[C@@H](C)O[C@@H](C)C4)cc3o2)cc1OC	4	1	11	0.95	-10	1.1	9	-5	10
NC(=O)C1CCN(CC(=O)c2c[nH]c3ccc(F)cc23)CC1	4	-1	20	0.96	-19	1.2	3	-11	4
Cc1ccc(-c2[nH][nH]c(=O)c(=O)c2N=Nc2ccccc2)cc1	9	0	33	0.91	-20	1.2	4	-2	12
CCOC(=O)N1CCC(NC(=O)Cn2c3c(c(-c4ccccc4Cl)cc2=O)CCC3)CC1	12	-1	1	0.88	12	0.88	-2	6	1
CCOC(=O)c1cnc2ccc(OCC)cc2c1N1CCN(C)CC1	-8	9	-20	1.1	5	0.95	-10	3	17
Cc1ccccc1NC(=S)NCc1ccc2c(c1)cc(C)n2C	-27	43*	25	1.3	9	0.91	16	7	31
COc1ccc(N(C(=O)CNC(=O)c2ccco2)C(C(=O)NC2CCCCC2)c2ccco2)cc1 (centres undefined)	3	14	6	0.97	6	0.94	-2	0	7
COc1ccc(C(=O)NC(C)C2CC3CCC2C3)cc1 (centres undefined)	-6	9	-14	1.1	0	1	5	-1	33
O=C1c2cccc3cc([N+](=O)[O-])cc(c23)C(=O)N1c1nncs1	4	18	7	0.95	8	0.92	-7	5	25
CC(=O)Nc1ccccc1C(=O)C(=O)Nc1cccc(Br)c1	-6	21	21	1.1	8	0.92	-4	-23	6
COc1cccc(C(=O)C2CCCN(Cc3cccn3-c3cccnc3)C2)c1 (centres undefined)	1	30	17	0.99	3	0.97	-7	2	-2
CCC(=O)N/N=C(\C)CC(=O)Nc1ccccc1-c1ccccc1	6	14	5	0.94	-11	1.1	1	2	9
C=CCN1CCN(C(=O)CCc2ccccc2)CC1	-3	-16	11	1	5	0.95	11	-14	8
O=C1CCCCC1C(Nc1ccc(Cl)cc1)c1ccccc1 (centres undefined)	2	13	32	0.98	3	0.97	5	14	-7
COc1ccc(CNCC(=O)Nc2cc(C)nn2-c2nc(C)cc(C)n2)cc1OC	3	7	-3	0.97	-10	1.1	-6	-15	15
CCN1CCN(C(=O)CN2C(=O)COc3ccc(C)cc32)CC1	5	-26	11	0.95	-15	1.2	2	-1	14
COc1cc(SC)ccc1C(=O)N1CCc2ccccc21	-2	10	-2	1	-7	1.1	0	6	21
N/C(COc1ccc(F)cc1)=N\NC(=O)c1cccnc1Oc1ccccc1	24	5	0	0.76	-51	1.5	-1	2	13
CCCn1c(=O)c(C(=O)NNC(=O)Cc2ccccc2)c(O)c2ccccc21	8	-28	4	0.92	-47	1.5	3	8	3
CC(=O)C1=C(O)C(=O)N(Cc2ccccc2)C1c1cccs1 (centres undefined)	-4	7	2	1	-3	1	-7	8	6
COc1ccc(/C=C/C(=O)OCC(=O)c2ccc(S(=O)(=O)N3CCCCC3)cc2)cc1OC	8	11	5	0.92	-5	1	-4	-12	19
C/C(CC(=O)Nc1cccc(C(F)(F)F)c1)=N\NC(=O)Cc1ccccc1	-5	13	12	1.1	2	0.98	-10	8	1
CCn1c(SCc2nnc(-c3ccccc3)o2)nnc1-c1ccc(S(=O)(=O)N2CCCC2)cc1	-2	18	2	1	-19	1.2	-7	4	-5
Cc1ccccc1NC(=O)c1cccc(Cn2cc(Br)c([N+](=O)[O-])n2)c1	7	26	15	0.93	12	0.88	3	-4	9
Cc1ccc(C2(C)NC(=O)N(CC(=O)Nc3cc(S(=O)(=O)N(C)C)ccc3C)C2=O)cc1 (centres undefined)	-4	17	5	1	-13	1.1	-8	11	13
CCn1c(C)nc2cc(C(=O)NNC(=O)CCC3CCCC3)ccc21	3	-6	-3	0.97	-12	1.1	-2	-3	3
COc1ccc(-n2nc(C(=O)N(C)C3CCCCC3)c3ccccc3c2=O)c(OC)c1	7	18	12	0.93	23	0.77	-2	5	11
CCOc1ccc(N(C)Cc2cc(=O)oc3ccc(OC)cc23)cc1	3	3	7	0.97	-4	1	3	7	30
O=C(NCC1CCCN(Cc2nccs2)C1)c1cccc2ccccc12 (centres undefined)	-2	-7	-4	1	-26	1.3	-13	-5	5
COc1ccc(C(=O)Nc2ncc3c(n2)CC(C)CC3=O)cc1 (centres undefined)	5	-3	8	0.95	4	0.96	0	-5	3
O=C(c1cc(F)c(F)cc1Cl)N1CCN(c2ncccn2)CC1	5	-6	-3	0.95	4	0.96	-3	-3	19
CN(CC(=O)Nc1ccccc1Br)C(=O)CCSc1ccc(F)cc1	0	-4	-10	1	6	0.94	2	17	14
O=C(Nn1cnnc1)c1ccccc1Cl	-10	10	9	1.1	-4	1	-10	0	6
O=C(NC1CS(=O)(=O)CC1NCc1ccco1)c1ccccc1 (centres undefined)	0	7	0	1	3	0.97	-14	-10	6
CN1C(=O)/C(=C2\SC(N3CCCCCC3)=NC2=O)c2ccccc21	9	32	33	0.91	19	0.81	-10	3	6
CCOC(=O)/C(C#N)=C/c1cc(C)n(-c2ccc(Br)cc2)c1C	0	10	7	1	9	0.91	/	-3	-6
Cc1ccc(NC(=O)C(NCc2ccccn2)c2ccccc2)cc1 (centres undefined)	-16	23	14	1.2	-18	1.2	5	7	-3
COc1ccc(S(=O)(=O)N2CCCCC2)cc1NC(=O)c1ccc(OC)c(OC)c1	-6	-2	2	1.1	3	0.97	-11	8	12
CCOc1ccccc1NC(=O)CN1CCC(C(=O)c2ccc(F)cc2)CC1	-5	6	-10	1	0	1	-14	23	12
O=C(N/N=C/c1cccc(Oc2ccccc2)c1)c1ccc(O)cc1O	9	9	4	0.91	-9	1.1	-2	2	2
CCOc1ccc(CCNC(=O)COC(=O)C2=NNC(=O)CC2)cc1OCC	-13	0	-1	1.1	2	0.97	-7	7	10
O=C(NNC(=O)c1ccc(Cl)c(Cl)c1)c1ccncc1	-2	16	1	1	2	0.98	16	2	13
CC(C)(C)OC(=O)N1CCC(c2c(C(=O)N3CCN(C(=O)c4ccco4)CC3)cnn2-c2ccc(F)cc2)CC1	3	1	8	0.97	-7	1.1	-7	7	1
CCOC(=O)C1=C(C)N(C)C(C)=C(C(=O)OCC)C1c1ccccc1	-4	15	19	1	-13	1.1	5	21	-2
Cc1cc(SCC(=O)N/N=C/c2ccc(O)c(O)c2O)c(C)cc1Br	36	33	34	0.64	-6	1.1	5	49*	7
CSc1nnc(-c2cc[n+](C)cc2)n1CCO	7	7	0	0.93	-7	1.1	0	8	1
CCN(CC)S(=O)(=O)c1ccc(NC(=O)COC(=O)c2ccc(NC(=O)CC#N)cc2)cc1	8	11	7	0.93	2	0.98	-28	3	5
CC(CCc1ccccc1)NC(=O)C1CCN(S(=O)(=O)N2CCOCC2)CC1 (centres undefined)	-8	15	4	1.1	16	0.84	-4	-17	9
OC1CCN(c2c3c(nc4cc(-c5ccc(Cl)cc5)nn24)CCC3)CC1	5	28	1	0.95	-7	1.1	-4	14	24
COc1ccc(C(=O)NNC(=O)C(Cc2ccc(O)cc2)NC(=O)c2ccccc2NC(=O)c2ccc(OC)cc2)cc1 (centres undefined)	11	-21	-12	0.89	-50	1.5	-15	9	-5
O=Cc1cccnc1SCc1ccccc1	-1	17	15	1	-4	1	11	-10	9
N#CNC(=Nc1cccc(Cl)c1)Oc1ccccc1	-9	-4	3	1.1	-13	1.1	1	0	5
O=C(COc1ccc(C(=S)N2CCOCC2)cc1)N1CCCC1	5	7	2	0.95	12	0.88	-6	4	6
CCOc1ccc(S(=O)(=O)NCCC(=O)NCC(c2ccc(F)cc2)N2CCOCC2)cc1 (centres undefined)	-2	-13	5	1	-5	1.1	-4	18	11
Cn1c(N)c(C(=O)COC(=O)CC2CC3CCC2C3)c(=O)n(C)c1=O (centres undefined)	5	27	18	0.95	-4	1	-11	7	7
CC(=O)NN1C(=O)/C(=C2/Sc3ccc(Cl)cc3N2C)SC1=S	11	-9	11	0.89	14	0.86	-3	-3	4
CCn1c(C)c(C(C)=O)c(N2CCN(C(c3ccccc3)c3ccccc3)CC2)nc1=S	-8	25	23	1.1	-17	1.2	1	-7	-4
CCOC(=O)C1=C(Cc2ccc(C)cc2)C(=O)c2ccccc2C1=O	0	62*	57*	1	7	0.93	/	15	-14
CC(=O)Nc1ccc(NC(=O)C(C)OC(=O)c2ccc3c(c2)OCCO3)cc1 (centres undefined)	0	-2	10	1	-3	1	-6	-16	1
CCOC(=O)CCc1c(C)c2ccc(OCc3cc([N+](=O)[O-])ccc3OC)cc2oc1=O	10	8	7	0.91	0	1	5	14	18

Rewritten field by field: 2 of the compounds above
O=C(NNC(=O)c1ccc(Cl)c(Cl)c1)c1ccncc1
  mIAP block = -2
  tim10-1 inh = 16
  TIM10 inh = 1
  mIAP act = 1
  hIAP inh = 2
  hIAP activ = 0.98
  ATG4B inh = 16
  Apaf1 inhib = 2
  NALP3 yeast inh = 13

Cc1cc(SCC(=O)N/N=C/c2ccc(O)c(O)c2O)c(C)cc1Br
  mIAP block = 36
  tim10-1 inh = 33
  TIM10 inh = 34
  mIAP act = 0.64
  hIAP inh = -6
  hIAP activ = 1.1
  ATG4B inh = 5
  Apaf1 inhib = 49*
  NALP3 yeast inh = 7

The listing continues.
molecule	mIAP block	tim10-1 inh	TIM10 inh	mIAP act	hIAP inh	hIAP activ	ATG4B inh	Apaf1 inhib	NALP3 yeast inh
O=C1Nc2cc(C(=O)N3CCN(c4ccccc4F)CC3)ccc2NC1CSCc1ccccc1F (centres undefined)	19	11	15	0.81	11	0.89	/	10	3
Cn1c(SCc2ccc(Cl)cc2)nnc1-c1ccc2nonc2c1	6	-6	10	0.94	8	0.92	-7	3	-3
CC(=O)c1cc(F)c(N2CCCCCC2)cc1C	18	7	-19	0.82	2	0.98	-7	6	45
N#C/C(=C(/O)c1ccc(-c2cccc([N+](=O)[O-])c2)o1)c1nc2ccccc2s1	20	22	23	0.8	9	0.91	-5	15	1
Cc1onc(-c2c(Cl)cccc2Cl)c1C(=O)N1C(C)CCCC1C (centres undefined)	-11	27	17	1.1	13	0.87	3	12	4
COc1ccc(CCNC(=O)CC(c2ccccc2)c2cccc(C)c2O)cc1OC (centres undefined)	-4	27	22	1	3	0.97	0	9	-5
CCCOc1ccc(N/C=C/C(=O)c2cc(OC)c(OC)c(OC)c2)cc1	1	22	6	0.99	6	0.94	0	22	21
Clc1cccc(N2CCN(CCNc3nc4ccccc4n4cnnc34)CC2)c1	-3	25	23	1	8	0.92	-3	7	14
COc1ccc(CC(=O)NNC(=S)Nc2ccccc2)cc1Br	2	-1	5	0.98	5	0.95	-9	-6	21
CC(=O)Nc1ccc(OCC(=O)Nc2ccc(Cl)c(S(=O)(=O)N3CCOCC3)c2)cc1	-16	16	4	1.2	-10	1.1	/	3	17
